PI5P4K alpha inh – PI5P4K alpha (human) kinase inhibition; 330,000 tested, 1.2% active; AID 652105; PI5P4Kalpha enzyme, ADP-Glo luminescence, 60 min; stronger effect = lower value; max response, %; P48426; active = max response of -50% or lower; inconclusive = between -30% and -50%; inactive = -30% or higher; also: value at the top dose of about 77 µM; % is scaled to controls: 0 for no effect and ±100 for the full control effect
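Reactions run in 0.038 M HEPES pH 7.4, 0.28 mM EGTA, 0.1% CHAPS and 5% DMSO, with PI5P4Kalpha, substrate, compound and 5 microM ATP final, one hour at room temperature. Readout is ADP-Glo luminescence.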
FUS suppressor – FUS proteinopathy suppression in yeast. Potency, µM (highest dose often 76.6 µM), for the others: at the highest dose growth rescue (activation), most hits filed as activators. S. cerevisiae FUS-expressing, growth rescue, OD600, 24 h. 390,000 tested, 0.24% active. AID 1347120;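 also: potency is read from the fitted curve at half-maximal effect; plate controls were DMSO vehicle for no effect and reference control for full effect; nearly all actives have a fitted effect of over 55% in size; some results filed as inactive show a strong effect at the top dose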
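Yeast expressing FUS under galactose induction, OD 0.005 in 2% galactose medium; compounds in a dilution series, 24 h at 30C. Growth rescue by absorbance at 600 nm; CP55940 positive control, DMSO negative.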
EPAC1 ag – agonists of human EPAC1. EPAC1 agonist qHTS, biochemical assay; response scale: 100% = response to 6.5 mM cAMP. O95398. 360,000 tested, 0.073% active. Potency, µM (series often up to 154 µM), for the others: at the highest dose activation, usual class: activators; also: potency is read from the fitted curve at half-maximal effect; nearly all actives have a fitted effect of over 60% in size
Target sequence (O95398 whole entry, looked up): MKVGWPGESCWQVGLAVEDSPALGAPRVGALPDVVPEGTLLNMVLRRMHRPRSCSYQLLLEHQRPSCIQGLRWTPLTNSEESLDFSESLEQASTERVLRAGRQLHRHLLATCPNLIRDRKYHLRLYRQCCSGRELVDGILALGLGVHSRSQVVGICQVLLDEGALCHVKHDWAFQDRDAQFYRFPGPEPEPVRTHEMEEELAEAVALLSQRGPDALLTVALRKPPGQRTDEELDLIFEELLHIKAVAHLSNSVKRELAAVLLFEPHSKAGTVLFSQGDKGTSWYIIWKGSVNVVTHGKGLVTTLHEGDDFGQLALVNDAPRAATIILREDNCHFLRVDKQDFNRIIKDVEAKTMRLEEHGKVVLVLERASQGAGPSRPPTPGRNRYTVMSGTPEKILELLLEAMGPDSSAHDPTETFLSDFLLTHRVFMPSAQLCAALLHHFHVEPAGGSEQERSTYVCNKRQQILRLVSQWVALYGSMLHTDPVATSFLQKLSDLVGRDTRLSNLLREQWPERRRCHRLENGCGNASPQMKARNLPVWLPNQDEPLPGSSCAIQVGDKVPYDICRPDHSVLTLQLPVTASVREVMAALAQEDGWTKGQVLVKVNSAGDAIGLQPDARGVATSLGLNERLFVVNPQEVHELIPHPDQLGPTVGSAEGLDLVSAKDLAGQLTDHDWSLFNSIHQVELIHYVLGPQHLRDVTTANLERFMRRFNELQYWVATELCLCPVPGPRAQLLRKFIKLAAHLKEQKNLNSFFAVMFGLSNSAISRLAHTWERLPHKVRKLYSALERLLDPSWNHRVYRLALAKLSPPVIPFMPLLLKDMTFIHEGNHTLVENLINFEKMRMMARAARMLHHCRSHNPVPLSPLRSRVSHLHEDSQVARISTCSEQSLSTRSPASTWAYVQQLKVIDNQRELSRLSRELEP
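Normalized to 6.5 mM cAMP, activity reflects EPAC1-catalysed release of BODIPY-GDP from Rap1B, followed kinetically over 30 min at 480 nm excitation, 540 nm emission. Reaction contained 100 nM EPAC1, 250 nM Rap1B-BODIPY-GDP, 50 uM GDP.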
EPAC1 antag – EPAC1 (human) antagonism; 360,000 tested, 0.14% active; Potency, µM (titrated, usually from 115 µM), inactives show at the top dose activity change, negative = inhibition, most hits filed as inhibitors; EPAC1 GEF assay, Rap1b-BODIPY-GDP exchange fluorescence;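 also: potency is read from the fitted curve at half-maximal effect; plate controls were vehicle for no effect and positive control for full effect; nearly all actives have a fitted effect of over 50% in size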
Abeta yeast res – A-beta toxicity reversal in yeast; yeast expressing A-beta42, growth rescue, OD600, 48 h; response scale: 0% DMSO, 100% iron-clioquinol control; Potency, µM (titrated, usually from 46.1 µM), inactives show top-dose growth rescue, usual class: activators; 410,000 tested, 0.063% active; AID 1347071; also: potency is read from the fitted curve at half-maximal effect; nearly all actives have a fitted effect of over 55% in size
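Growth rescue measured by 600 nm absorbance after 48 h yeast culture at 30 C with compound. Values normalized between DMSO and an equimolar ferric chloride plus clioquinol control.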
PLK1 PBD block – PLK1 (human) polo-box domain binding inhibition | Plk1 PBD binding of FITC phosphopeptide, fluorescence polarization | Potency, µM, for inactives: max response, negative = inhibition, usual class: inhibitors | 360,000 tested, 2.8% active | AID 720504; also: potency is read from the fitted curve at half-maximal effect; series mostly up to about 57 µM; % is scaled to controls: 0 for no effect and ±100 for the full control effect; nearly all actives have a fitted effect of over 65% in size
IL2 activator – activators of IL-2. IL-2 activation reporter assay, cell-based qHTS; stimulated with anti-CD3/CD4/CD28 beads; in transgenic mouse T cells. activation, % (series mostly up to about 46 µM). 360,000 tested, 0.065% active; in the data active = activation above about 50%; inconclusive = mostly about 30% to 49%; also: 0% is about no effect
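Unstimulated transgenic mouse T cells preincubated 60 min with compound, then stimulated with anti-CD3/anti-CD4-coated beads plus anti-CD28 for 18 h at 37 degrees C. IL-2 response read as EGFP and DsRed fluorescence by plate cytometry.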
WRN helicase inh – inhibitors of human WRN helicase. Q14191. 360,000 tested, 0.46% active. Potency, µM (titrated, usually from 114 µM), inactives show top-dose activity change, negative = inhibition, actives largely listed as inhibitors. AID 651768. WRN helicase unwinding, fluorescent forked duplex, kinetic; also: potency is read from the fitted curve at half-maximal effect; % is scaled to controls: 0 for no effect and ±100 for the full control effect; nearly all actives have a fitted effect of over 55% in size
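Primary qHTS, 1536-well format. 20 nM WRN + compound, 15 min RT; start with 100 nM forked fluorophore/quencher duplex, 2 mM ATP (final); kinetic read ex 525/em 598 nm.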
The depositor's hits bear a star; ? = inconclusive; · = not tested or not shown; & = joins results of further samples; [ ] = dose if it differs, or a comment. Unless noted, calls follow the shape of the dose curve; as a rule, active = well fitted curve in the direction sought with a large enough effect; inconclusive = small, poorly fitted or top-dose-only effect, or another doubt; inactive = no such curve, though single readings can be large; an effect the other way counts as inactive or inconclusive.

The line under a structure holds: PI5P4K alpha inh | FUS suppressor | EPAC1 ag | EPAC1 antag | Abeta yeast res | PLK1 PBD block | IL2 activator | WRN helicase inh
1) O=C(Nc1c2c(nn1-c1ccc(F)cc1)CS(=O)C2)c1ccc(Br)o1 (stereo not drawn)
    -1 | · | 1% | 8% | 0% | 4% | -3.7 | -12%
2) O=C(N/N=C/c1cccnc1)c1ccc(O)cc1
    -20 | 16% | 6% | -4% | 0% | -9% | 0.2 | -4%
3) CN(C)CCOC(=O)C1(c2ccccc2)CCOCC1
    -3&2 | -12%&20% | 14%&-6% | 0%&24% | 6%&8% | -7%&-1% | -0.5&0.2 | 0%&5%
4) CCOC(=O)C1C(=O)C=C(c2ccc(Br)cc2)CC1c1ccco1 (stereo not drawn)
    3 | 29% | 13% | 4% | -6% | -14% | -4.4 | 0%
5) O=C1CC(c2ccccc2)CC(O)=C1C=Nc1ccccc1Cl (stereo not drawn)
    -11 | · | -4% | -9% | -9% | -11% | -2.9 | -28%
6) CN1C(=O)CC(N2CCC(C(N)=O)(N3CCCCC3)CC2)C1=O (stereo not drawn)
    · | 13% | -4% | 16% | 10% | -5% | -2.2 | 11%
7) Cn1ccc2c(-c3cccc(C=O)c3F)cc3c(c21)C1CCC3C1 (stereo not drawn)
    -12 | 39% | 3% | -22% | -3% | 0% | -0.1 | -14%
8) COc1ccc(CC(=O)N2CCN(S(=O)(=O)c3cc(Cl)ccc3Cl)CC2)cc1
    5 | 10% | -8% | 23% | -14% | 2% | -0.3 | -4%
9) O=C(CNC(=O)c1nc[nH]c1C(=O)N1CCNCC1)OCc1ccccc1
    0 | -12% | -3% | 6% | -14% | 5% | -0.4 | 10%
10) CCN(CC)CCCNC(=O)CCC(=O)Nc1ccc2nc(N3CCCCC3)cc(C)c2c1
    -3 | 2% | 10% | 4% | 7% | -6% | 0.1 | -8%
11) COc1cc(C2CC(=O)c3c(O)cc(O)cc3O2)ccc1O (stereo not drawn)
    -2 | 9% | -20% | 14% | -7% | 3% | 0.3 | 3%
12) CN(C)c1ccc(C(c2ccc(N(C)C)cc2)C(O)c2ccccc2)cc1 (stereo not drawn)
    -6 | · | -8% | -5% | 0% | 2% | -5.7 | 1%
13) CC(=O)c1ccc(NC(=O)CN2C(=O)NC3(CCCc4ccccc43)C2=O)cc1 (stereo not drawn)
    3 | -2% | 0% | -25% | 2% | -12% | -0.6 | 4%
14) Cc1nn(Cc2ccccc2)c(C)c1C(=O)Nc1ccc(N2CCOCC2)cc1
    · | 29% | -4% | -4% | 20% | -4% | 2.4 | 5%
15) CN(c1ccc(C(=O)N2CCCCC2)cc1)S(C)(=O)=O
    · | 15% | 2% | -9% | 9% | -8% | -1.2 | 1%
16) O=C(CN1C(=O)c2ccccc2S1(=O)=O)c1ccc(F)c(F)c1
    0 | -4% | -20% | -14% | 8% | 1% | -2.2 | 5%
17) Cn1c(Cn2nnc3ccccc32)nnc1SCC(=O)N1c2ccccc2Sc2ccccc21
    · | 39% | -7% | -1% | -12% | -2% | 0.0 | -12%
18) O=C(Nc1ccccc1-c1ccccc1)c1cccs1
    ? | 5% | 1% | 15% | -6% | 4.2µM* | -3.4 | -5%
19) CCc1nc2sc3c(c2c(=O)n1N)CCC3
    -3 | 4% | 2% | 6% | -4% | -3% | -1.4 | 0%
20) COc1cc(OC)cc(C(=O)N[C@H](C(=O)OCc2cc(=O)oc3cc(C)ccc23)C(C)C)c1
    15 | · | -11% | -11% | -1% | 0% | -0.7 | -17%
21) CCOC(=O)CN1C(=O)CC(c2ccccc2)C1=O (stereo not drawn)
    -2 | 6% | -2% | -16% | -6% | -5% | -0.8 | -6%
22) Cc1c(Cl)c([N+](=O)[O-])nn1CCCC(=O)Nc1ccc(Cl)cc1Cl
    7 | 26% | 5% | -12% | -10% | -16% | 0.3 | -1%
23) Cc1cc(C)cc(NC(=O)CCc2nc3ccccc3[nH]2)c1
    0 | -5% | -1% | -29% | 5% | -1% | -2.8 | 1%
24) CN(C)c1ccc(CNC(=O)C2CCC(CNc3c(N4CCCCC4)c(=O)c3=O)CC2)cc1 (stereo not drawn)
    0 | 18% | 0% | 5% | 3% | -4% | 0.6 | 5%
25) CC1CCC2(CC1)NC(=O)N(CC(=O)N1c3ccccc3CC1C)C2=O (stereo not drawn)
    -1 | · | 0% | 3% | -6% | -5% | -4.3 | -30%
26) CCc1ccc(-n2c(CSc3nnnn3-c3ccccc3)nc3ccccc3c2=O)cc1
    ? | -16% | -6% | 9% | -25% | 6µM* | -1.8 | 14%
27) O=C(CSc1nnc(NC(=O)CN2CCOCC2)s1)Nc1ccccc1
    2 | -9% | 5% | 0% | 4% | -11% | -0.6 | -18%
28) COCCN(C(=O)c1snc(C(N)=O)c1N)C(C(=O)NC1CCCCC1)c1ccc(N(C)C)cc1 (stereo not drawn)
    3 | 12% | 17% | 1% | 5% | -2% | 1.5 | 1%
29) Cc1ccc2c(CC(=O)N3CCOCC3)coc2c1
    5 | -26% | 1% | -2% | 0% | -5% | 0.0 | 1%
30) COC(=O)c1cc(C(=O)c2ccc(Cl)cc2)n2c(=O)/c(=C\N(C)C)sc12
    -3 | 3% | 12% | -5% | 2% | 72%[activator] | 6.9 | -17%

Structures listed so far that have fluorine (three):
The line under a structure holds: PI5P4K alpha inh | FUS suppressor | EPAC1 ag | EPAC1 antag | Abeta yeast res | PLK1 PBD block | IL2 activator | WRN helicase inh
1) O=C(Nc1c2c(nn1-c1ccc(F)cc1)CS(=O)C2)c1ccc(Br)o1 (stereo not drawn)
    -1 | · | 1% | 8% | 0% | 4% | -3.7 | -12%
7) Cn1ccc2c(-c3cccc(C=O)c3F)cc3c(c21)C1CCC3C1 (stereo not drawn)
    -12 | 39% | 3% | -22% | -3% | 0% | -0.1 | -14%
16) O=C(CN1C(=O)c2ccccc2S1(=O)=O)c1ccc(F)c(F)c1
    0 | -4% | -20% | -14% | 8% | 1% | -2.2 | 5%

Full records as entered above. Order of values: PI5P4K alpha inh	FUS suppressor	EPAC1 ag	EPAC1 antag	Abeta yeast res	PLK1 PBD block	IL2 activator	WRN helicase inh
Record of `CCOC(=O)CN1C(=O)CC(c2ccccc2)C1=O` (stereo not drawn) = -2	6%	-2%	-16%	-6%	-5%	-0.8	-6%
Record of `COc1cc(C2CC(=O)c3c(O)cc(O)cc3O2)ccc1O` (stereo not drawn) = -2	9%	-20%	14%	-7%	3%	0.3	3%
Record of `CN(C)c1ccc(CNC(=O)C2CCC(CNc3c(N4CCCCC4)c(=O)c3=O)CC2)cc1` (stereo not drawn) = 0	18%	0%	5%	3%	-4%	0.6	5%
Record of `COc1ccc(CC(=O)N2CCN(S(=O)(=O)c3cc(Cl)ccc3Cl)CC2)cc1` = 5	10%	-8%	23%	-14%	2%	-0.3	-4%
Record of `Cn1c(Cn2nnc3ccccc32)nnc1SCC(=O)N1c2ccccc2Sc2ccccc21` = ·	39%	-7%	-1%	-12%	-2%	0.0	-12%

(more compounds)
The line under a structure holds: PI5P4K alpha inh | FUS suppressor | EPAC1 ag | EPAC1 antag | Abeta yeast res | PLK1 PBD block | IL2 activator | WRN helicase inh
31) CN(CC(=O)Nc1c(Cl)cccc1Cl)C(=O)c1ccccc1Cc1ccccc1
    -5 | 26% | -1% | 3% | 16% | -4% | 0.1 | 7%
32) O=C(COc1cccnc1[N+](=O)[O-])Nc1ccc2c(c1)CCC2
    8 | -14% | 1% | -3% | 1% | -3% | -0.7 | -2%
33) CCOC(=O)C1CCN(C(=O)C2c3ccccc3C(=O)N(C)C2c2ccc(OC)cc2)CC1 (stereo not drawn)
    2 | 5% | -2% | -3% | 24% | -5% | -1.1 | -9%
34) Cc1ccc(N2CCN(S(=O)(=O)N3CCCCC3)CC2)c(C)c1
    0 | 18% | 2% | ? | 4% | -10% | 3.8 | -4%
35) CCCC(=O)NC(=S)Nc1ccc(N2CCN(C(=O)c3cccs3)CC2)cc1
    -5 | 37% | -9% | -14% | ? | -6% | -2.7 | 1%
36) Cc1cc2nc(SCCOC(=O)Nc3cccc(Cl)c3)nc(C)c2cc1C
    25 | 32% | 11% | -21% | -9% | -1% | 1.7 | -4%
37) Cc1ccc(S(=O)(=O)N(C)c2ccc(C(=O)NCc3ccccn3)cc2)cc1
    6 | 9% | -3% | 14% | -3% | 6% | -0.3 | -6%
38) CCn1cc(S(=O)(=O)c2ccc(C)cc2)c(=O)c2cc(F)c(N3CCN(C)CC3)cc21
    -1 | 19% | -7% | -25% | 3% | -5% | -3.5 | 7%
39) Cc1ccc(NC(=O)CCC(=O)NNC(=S)Nc2ccc(F)cc2)c(C)c1
    2 | 34% | -3% | 8% | 12% | 3% | -0.3 | 4%
40) O=C(CN1CCOCC1)Nc1ncccn1
    0 | -1% | 2% | -4% | 18% | -6% | -1.4 | 9%
41) O=C(N1CCC(n2nc(-c3ccccc3)oc2=O)CC1)C1(c2ccc(Cl)cc2)CC1
    11 | ? | 14% | 0% | · | -5% | -0.6 | -2%
42) Cc1ccc(Cn2nnc3c(=O)n(Cc4cc(C)ccc4C)cnc32)cc1
    · | -4% | 3% | 2% | 1% | -3% | -0.1 | -7%
43) COC(=O)c1cc(S(=O)(=O)NCC2CCN(Cc3ccc(C)cc3)CC2)c[nH]1
    -1 | -6%&2% | -9% | 3% | -7%&-17% | 0% | -3.7 | -1%
44) CCC(C)(C)NC(=O)C(c1ccc(F)cc1)N(Cc1cccc(OC)c1)C(=O)c1cnccn1 (stereo not drawn)
    4 | 9% | 3% | -22% | 3% | -17% | 0.2 | -5%
45) Cn1cnnc1SCCNS(=O)(=O)c1cccc([N+](=O)[O-])c1
    -8 | · | 4% | -15% | -4% | -4% | 2.6 | -4%
46) Cc1ccc(N=Cc2sc(O)c3ccccc23)cc1
    -2 | -29% | 8% | 12% | -6% | 18% | 1.0 | -2%
47) CC(=O)Nc1ccc(NC(=O)Nc2ccc(C)cc2C)cc1
    -1 | -4% | -6% | -3% | -3% | 2% | 5.4 | 8%
48) Cc1cccc(NC(=O)c2ccc(S(=O)(=O)NCc3ccco3)cc2)n1
    0 | 39% | -5% | -1% | -2% | -16% | -0.5 | 0%
49) O=S1(=O)CCOC[C@H](CC2CCCCC2)N1Cc1ccc(Cl)cc1
    8 | -5% | -25% | -15% | 5% | -15% | -4.3 | -34%
